Screens: PubChem, Dana-Farber Cancer Institute and Novartis Institutes for BioMedical Research (Cambridge, Mass)
UCHL1 inh = human UCHL1 deubiquitinase inhibition; 47,000 tested, 0.2% active; P09936; inhibition, % at 20 µM; purified UCHL1, Ub-rhodamine cleavage fluorescence
USP8 inh = inhibitors of human USP8 deubiquitinase; P40818; purified USP8, Ub-rhodamine cleavage fluorescence, 30 min; inhibition, % at 20 µM; 47,000 tested, 4.2% active; AID 1645853
Target sequence (P40818 whole entry, looked up): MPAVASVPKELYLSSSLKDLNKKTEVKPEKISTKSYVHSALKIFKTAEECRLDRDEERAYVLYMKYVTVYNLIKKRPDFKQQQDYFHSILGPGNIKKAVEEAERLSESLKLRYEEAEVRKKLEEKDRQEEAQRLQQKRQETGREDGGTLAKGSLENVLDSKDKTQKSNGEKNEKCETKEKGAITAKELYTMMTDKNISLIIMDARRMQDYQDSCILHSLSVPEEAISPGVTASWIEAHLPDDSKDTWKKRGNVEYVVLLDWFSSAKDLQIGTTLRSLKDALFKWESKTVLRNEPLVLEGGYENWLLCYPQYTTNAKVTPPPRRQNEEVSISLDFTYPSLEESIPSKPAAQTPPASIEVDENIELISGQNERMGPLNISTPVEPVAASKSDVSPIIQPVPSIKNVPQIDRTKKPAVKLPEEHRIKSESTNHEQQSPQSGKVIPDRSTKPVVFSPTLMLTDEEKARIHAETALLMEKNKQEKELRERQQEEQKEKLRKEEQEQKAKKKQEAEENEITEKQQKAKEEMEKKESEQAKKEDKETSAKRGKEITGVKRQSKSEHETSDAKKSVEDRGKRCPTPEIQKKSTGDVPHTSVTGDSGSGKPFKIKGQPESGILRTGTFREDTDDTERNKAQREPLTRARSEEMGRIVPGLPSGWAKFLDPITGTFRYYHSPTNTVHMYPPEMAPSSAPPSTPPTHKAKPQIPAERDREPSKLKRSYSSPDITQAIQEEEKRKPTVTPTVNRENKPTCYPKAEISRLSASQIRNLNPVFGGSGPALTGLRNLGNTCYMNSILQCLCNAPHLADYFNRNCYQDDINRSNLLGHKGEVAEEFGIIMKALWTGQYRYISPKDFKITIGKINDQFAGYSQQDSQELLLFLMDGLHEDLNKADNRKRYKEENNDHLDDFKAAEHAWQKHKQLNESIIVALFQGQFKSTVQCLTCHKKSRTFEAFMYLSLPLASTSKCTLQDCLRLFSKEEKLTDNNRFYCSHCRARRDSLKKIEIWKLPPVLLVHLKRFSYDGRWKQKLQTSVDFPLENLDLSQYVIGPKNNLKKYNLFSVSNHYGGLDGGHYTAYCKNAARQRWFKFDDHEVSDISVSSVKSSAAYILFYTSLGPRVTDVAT
USP30 block = blocks human USP30 ubiquitin-rhodamine cleavage | purified USP30, Ub-rhodamine cleavage fluorescence | Q70CQ3 | 47,000 tested, 5.3% active | inhibition, % at 25 µM
USP7 block = human USP7 deubiquitinase inhibition; Q93009; inhibition, % at 20 µM; 47,000 tested, 0.3% active; purified USP7, Ub-rhodamine cleavage fluorescence
USP17 block = human USP17-like deubiquitinase inhibition; inhibition, % at 50 µM; AID 1645855; A8MUK1; 47,000 tested, 6.5% active; purified USP17, Ub-rhodamine cleavage fluorescence, 3 h
OTUD3 block = blocks human OTUD3 ubiquitin-rhodamine cleavage. inhibition, % at 25 µM. AID 1645858. purified OTUD3, Ub-rhodamine fluorescence, 2 h. 47,000 tested, 0.7% active. Q5T2D3
USP28 inh = inhibitors of human USP28 deubiquitinase. Q96RU2. purified USP28, Ub-rhodamine cleavage fluorescence, 30 min. inhibition, % at 25 µM. 47,000 tested, 3% active. AID 1645857
USP10 block = blocks human USP10 ubiquitin-rhodamine cleavage; Q14694; purified USP10, Ub-rhodamine fluorescence, 60 min; inhibition, % at 20 µM; 47,000 tested, 1.1% active
Numbers without * were called inactive; i = inactive; nt = not tested or not shown. Rule as the data show it: active = inhibition above about 30%; inactive = the rest. Rows are unselected. Share with any hit: about 14%.

SMILES	UCHL1 inh	USP8 inh	USP30 block	USP7 block	USP17 block	OTUD3 block	USP28 inh	USP10 block
COc1cc2c(C#N)c(N3CCCC3)nc3c2c(n1)NC(C)(c1ccc(-c2ccccc2)cc1)N3 (stereo not drawn)	17	39*	i	35*	-25	-47	1	-7
Cc1ccc(C)c(NC(=O)c2nccnc2-c2nc3ccccc3s2)c1	-3	-18	-20	-1	-1	-5	-4	-3
Cc1ccc(-c2ccc(N3CCC(C(=O)N4CCC(N5CCCCC5)CC4)CC3)nn2)cc1	3	1	10	2	7	10	6	3
COc1ccc(-c2nnc(-c3ccccc3)o2)cc1S(=O)(=O)N1CCc2ccccc2C1	5	3	10	8	9	2	10	3
CCN1CCN(C(=O)c2cn3ccnc(-c4ccccc4)c3n2)CC1	0	18	12	3	8	13	6	1
Cc1cc(=O)n2[nH]c(CN(C(=O)c3ccccc3C)c3ccccc3)nc2n1	-2	13	5	1	0	4	2	-1
CCCNC(=O)c1ccc2ccc(N3CCN(c4ncccn4)CC3)n2c1	-10	-24	-227	-14	-60	-54	-69	-4
CCC(=O)Nc1nc2cc(NS(=O)(=O)c3cccc(C)c3)ccc2s1	4	5	11	6	22	-5	3	4
CC(=O)Nc1ccc(S(=O)(=O)N2CCC(N3CCN(c4ccc(F)cc4)CC3)CC2)cc1	1	13	13	2	14	0	2	3
O=C(OCc1ccccc1F)c1cc(-c2ccccc2)nc2ccccc12	1	8	-1	9	7	6	4	5
CCOC(=O)CCc1c(C)c2ccc(OCC(=O)c3ccc(-c4ccccc4)cc3)c(C)c2oc1=O	1	17	-7	9	14	-1	1	14
CC1CCCCN1c1ncnc2c1oc1nc3c(cc12)COC(C)(C)C3 (stereo not drawn)	0	-3	nt	4	1	-2	nt	-3
Cc1cccc(NC(=O)Nc2ccc(C)c(C)c2)c1	2	16	31*	7	10	16	19	2
Cn1cncc1-c1cncc(C2CCCN(C(=O)c3ccc4nc[nH]c4c3)C2)n1 (stereo not drawn)	-2	-16	-2	0	-8	-5	-7	2
Cn1c(CN2CCOCC2)nnc1SCC(=O)c1ccc(F)cc1	1	9	17	5	7	2	3	2
Cc1n[nH]c(C)c1NC(=O)CN1CC2(CCOCC2)Oc2ccccc2C1=O	-1	16	5	3	3	8	4	0
CC(=O)c1cccc(NS(=O)(=O)c2ccc3c(c2)CC(C)N3C(C)=O)c1 (stereo not drawn)	-1	-16	5	4	-10	-5	1	1
COc1ccc(CNC(=O)c2cc(OCc3ccc(C)cc3)nc3ccccc23)cc1	1	-2	nt	2	25	1	nt	3
CNC(=O)N1CCCN(C2CCN(Cc3ccccc3)C2=O)CC1 (stereo not drawn)	-1	-1	30*	3	-3	12	6	-1
Cc1cccc(N2CCCn3c2nc2c3c(=O)n(CCN3CCOCC3)c(=O)n2C)c1	2	15	10	3	16	12	15	-2
Cc1nnsc1C(=O)N1CCN(c2ccc([N+](=O)[O-])cc2-n2c(C)ccc2C)CC1	0	-74	-4	7	4	0	-2	13
O=C(NC(C(=O)N1CCCc2ccccc21)c1ccccc1)c1cnccn1 (stereo not drawn)	2	19	30	0	17	14	26	1
O=C(CCCC(=O)c1ccccc1)Nc1cc(Cl)ccc1O	-2	-8	-51	-18	nt	-17	-19	1
COCc1ccc(C(=O)N[C@H](C)c2nc3cc(-c4ccc(OC)cc4)ncn3n2)cc1	3	5	22	2	8	4	15	-1
CN(CCC#N)CC(=O)Nc1ccc([N+](=O)[O-])cc1	-2	1	nt	-7	-14	-2	nt	0

Single records (already shown). Order of values: UCHL1 inh | USP8 inh | USP30 block | USP7 block | USP17 block | OTUD3 block | USP28 inh | USP10 block
CCOC(=O)CCc1c(C)c2ccc(OCC(=O)c3ccc(-c4ccccc4)cc3)c(C)c2oc1=O across the screens: 1 | 17 | -7 | 9 | 14 | -1 | 1 | 14
O=C(OCc1ccccc1F)c1cc(-c2ccccc2)nc2ccccc12 across the screens: 1 | 8 | -1 | 9 | 7 | 6 | 4 | 5
Cn1cncc1-c1cncc(C2CCCN(C(=O)c3ccc4nc[nH]c4c3)C2)n1 (stereo not drawn) across the screens: -2 | -16 | -2 | 0 | -8 | -5 | -7 | 2
Cc1cccc(NC(=O)Nc2ccc(C)c(C)c2)c1 across the screens: 2 | 16 | 31* | 7 | 10 | 16 | 19 | 2
Cc1cccc(N2CCCn3c2nc2c3c(=O)n(CCN3CCOCC3)c(=O)n2C)c1 across the screens: 2 | 15 | 10 | 3 | 16 | 12 | 15 | -2

More entries follow:
SMILES	UCHL1 inh	USP8 inh	USP30 block	USP7 block	USP17 block	OTUD3 block	USP28 inh	USP10 block
Cc1cccc(NC(=O)Nc2nnc(CC(=O)NCc3ccccc3)s2)c1C	0	14	5	11	4	7	10	16
CCCN1C(C)=NS(=O)(=O)c2cc(C(=O)Nc3cc(C)cc(C)c3)ccc21	0	4	-6	-3	0	-4	0	0
O=C(NCCN1CCCC1)C1CCCN(c2nc3ccccc3[nH]2)C1 (stereo not drawn)	2	0	nt	2	5	7	nt	0
N#Cc1ccc(N2CCN(S(=O)(=O)c3ccc(Cl)cc3)CC2)cc1	5	19	31*	-21	6	22	16	13
Cc1nc(-c2ccc(C)c(S(=O)(=O)NCc3ccccc3Cl)c2)cs1	7	22	34*	11	28	16	21	3
O=C(Nc1cccc(Cl)c1)c1cccc(-n2cnnc2)n1	0	6	nt	0	7	5	nt	3
Cc1ccccc1-c1noc(Cn2nc(C)c(S(=O)(=O)N3CCc4ccccc43)c2C)n1	-14	-9	-88	0	-3	-22	-20	-11
CC(=O)NC(Cc1ccc(F)c(F)c1)C(=O)NC1CCN(C(=O)C2CC2)CC1 (stereo not drawn)	-2	-4	-5	-1	0	1	0	-1
COc1ccc(C(=O)N2CCN(c3ccc(-c4nc(C)cs4)cn3)CC2)cc1	6	3	23	2	8	14	9	-5
Cn1cnc(C(=O)N2CC3(CCN(C(=O)c4cscn4)C3)C2)c1	2	-5	9	5	2	15	15	-1
O=C(c1cc(C2CC2)[nH]n1)N1CCCCC1	1	22	8	-6	17	15	12	1
Cc1noc(-c2ccc3nnc(CC(=O)NCc4ccccc4)n3c2)n1	-3	14	1	3	7	2	1	3
O=C1COc2ccccc2C/C=C/CC2(CCNCC2)C(=O)NCCN1	-3	3	-50	-1	-22	-8	-13	1
Clc1ccc(SCCCCN2CCOCC2)cc1	0	-60	-6	-6	-11	-5	-4	-1
CCn1cc(S(=O)(=O)NCc2ccccc2)c2cccnc21	10	35*	-26	-7	41*	16	22	7
O=C(NC1CCCCC1)c1ccc2c(=O)nc3c(-c4ccc(F)cc4)n[nH]n3c2c1	0	16	-10	0	4	2	-1	-2
O=C(CCc1nnc2n(Cc3ccc(Cl)cc3)c(=O)c3ccccc3n12)N1CCOCC1	-3	0	-4	-13	8	-7	-3	-2
CC(C)c1ccc(NC(=O)CCC(=O)N(c2ccccc2)c2ccccc2)cc1	5	3	12	7	7	6	9	4
CCOC(=O)c1ccc2ncc3c(-c4ccccc4)nn(-c4ccc(C)cc4)c3c2c1	3	9	10	5	10	7	0	1
CN(C)C(=O)CN1CCCC1c1nc(N)ncc1-c1ccc(F)cc1 (stereo not drawn)	-5	-6	-17	0	-10	-12	-11	-3
COc1ccc(-c2nn(-c3ccccc3)c3[nH]c(=O)c(CNC4CCCC4)cc23)cc1	-9	26	-268	5	-22	-48	-83	-8
Cc1cc2cc(CNC(=O)NC3CCCCC3)ccc2n1C	-2	-9	-84	7	33*	-28	-14	-5
Cc1ccccc1NC(=O)CC1C(=O)N(Cc2ccccn2)c2nc3ccccc3n21 (stereo not drawn)	1	14	12	-19	11	19	14	2
CN(C)S(=O)(=O)N1CCCC(Cc2cnc(-c3cnn(C)c3)cn2)C1 (stereo not drawn)	-2	-5	-59	0	-5	0	-1	-1
O=C(C1CCN(c2nc3nc[nH]c(=O)c3s2)CC1)N1CCN(C2CCCCC2)CC1	6	0	8	5	7	7	7	2

(continued)
SMILES	UCHL1 inh	USP8 inh	USP30 block	USP7 block	USP17 block	OTUD3 block	USP28 inh	USP10 block
Cc1nc(-c2ncc(C)[nH]2)cc(C2CCCN(C(=O)Cc3ccc(F)cc3)C2)n1 (stereo not drawn)	1	2	11	2	0	3	5	-1
CC(Oc1ccc2c3c(c(=O)oc2c1)CCCC3)C(=O)NCC(=O)N1CC[C@@]2(O)CCCC[C@H]2C1 (stereo partly drawn)	2	7	10	-4	-1	-1	5	-4
Cc1ccc2c(COC(=O)c3ccc4ccccc4c3)cc(=O)oc2c1	-3	11	-5	13	-4	-7	-4	5
Cc1ccc(CN2C(=O)CCc3c(C)nc(C4CCCN4C(=O)c4ccccn4)nc32)cc1 (stereo not drawn)	0	1	0	-1	0	4	6	-4
COc1ccccc1CC(=O)N1CCC(c2nc3ccncc3n2C)C1 (stereo not drawn)	-1	-1	21	4	8	9	10	-2
O=C(NCc1noc(-c2ccc(F)cc2)n1)c1coc(-c2ccccc2)n1	0	-76	-6	4	-6	3	1	1
CCc1ccc(NC(=O)c2nnn(-c3cccc(C)c3)c2C)cc1	1	-2	-15	5	1	0	41*	5
CCN1C(=O)[C@H]2CN(Cc3cccnc3)C[C@H]2C12CCN(C(=O)NCc1ccccc1)CC2	-5	-11	-6	-3	-14	-7	-6	1
O=C(NCc1ccccc1F)C1(Cc2ccccc2-c2cccnc2)CCOCC1	-8	-12	-72	-31	-27	-17	-29	-2
Cc1nccc(-c2ccc3c(c2)OCO3)n1	1	12	-63	1	5	0	1	1
Cc1ccc(NC(=O)C(C)Nc2nc(Nc3ccccc3)nc(Nc3ccccc3)n2)cc1 (stereo not drawn)	8	-64	45*	12	20	5	7	13
c1cncc(-c2nccc(-n3cccc3)n2)c1	-4	-14	0	-2	2	3	9	-4
CCOC(=O)C1CCN(C(=O)c2sc(-c3ccc4c(c3)CCO4)nc2C)CC1	-3	-4	-5	-3	-5	-8	-9	1
CC(C)NC(=O)N1CCC2(CC1)COCCN(Cc1ccncc1)C2	-8	-46	-137	-6	-39	-28	-42	-7
CCOc1ccccc1NC(=O)c1nc[nH]c1C(=O)Nc1ccccc1OCC	0	-23	-15	5	1	11	-10	-5
Cc1cc(=O)n2c(n1)NC(N1CCOCC1)=NC2c1ccc(Cl)cc1 (stereo not drawn)	-9	-11	-71	-57	-26	-23	-25	-9
CN(C)C(=O)C1CN(Cc2cccc(C#N)c2)Cc2ccnn2C1 (stereo not drawn)	0	-29	13	4	-3	7	9	4
Cc1ccc(NC(=O)c2nnn(-c3ccccc3Br)c2C)cc1C	5	20	10	-2	11	8	84*	5
Cc1cc(C)cc(C(=O)N2CCCC3(CCCN3C)C2)c1 (stereo not drawn)	-1	-60	0	-2	-18	-4	-17	4
CCOc1ccccc1NC(=O)CN1C(=O)C(C)N(c2ccc(C)cc2)C1=O (stereo not drawn)	-1	-1	0	-3	-7	-4	-4	-1
O=c1ccc(-c2nc(C3CC3)no2)cn1Cc1cc(=O)n2ccccc2n1	-2	-2	-8	-2	1	-5	-15	0
COc1ccccc1-c1nc2c3c(C)c(C)n(-c4ccc(Br)cn4)c3ncn2n1	0	14	-149	6	51*	-23	-12	-7
C/C=C/C(=O)c1c(OC)cc(=O)oc1C	5	16	26	8	15	10	3	10
O=C1[C@H]2Cc3c([nH]c4ccccc34)CN2C(=O)CN1C1CCCCC1	0	0	-10	-42	-11	-6	-19	1
COc1ccc(C(=O)N2CCN(Cc3cc(=O)n4ccccc4n3)CC2)cc1	4	21	36*	4	20	19	18	0

Overlap with the part before: five entries; new compounds follow.
SMILES	UCHL1 inh	USP8 inh	USP30 block	USP7 block	USP17 block	OTUD3 block	USP28 inh	USP10 block
O=c1ccc(-c2nc(C3CC3)no2)cn1Cc1cc(=O)n2ccccc2n1	-2	-2	-8	-2	1	-5	-15	0
COc1ccccc1-c1nc2c3c(C)c(C)n(-c4ccc(Br)cn4)c3ncn2n1	0	14	-149	6	51*	-23	-12	-7
C/C=C/C(=O)c1c(OC)cc(=O)oc1C	5	16	26	8	15	10	3	10
O=C1[C@H]2Cc3c([nH]c4ccccc34)CN2C(=O)CN1C1CCCCC1	0	0	-10	-42	-11	-6	-19	1
COc1ccc(C(=O)N2CCN(Cc3cc(=O)n4ccccc4n3)CC2)cc1	4	21	36*	4	20	19	18	0
O=C1CN(C(=O)COC(=O)C(c2ccccc2)c2ccccc2)c2ccccc2N1	2	11	-10	-8	12	-5	32*	7
Nc1nc(SCC(=O)NC2CCCCC2)[nH]c(=O)c1NC(=O)c1ccco1	0	-155	-5	3	-13	9	12	-2
Cc1ccnc(C(=O)N2CCN(c3ccc(Nc4ccncc4)nn3)CC2)n1	0	0	-12	1	-1	-8	-12	0
COC(=O)c1ccc(NC(=O)c2cccc3c2SCCC3=O)cc1	1	8	4	2	36*	1	13	0
c1ccc(CNc2cc(-c3ccccc3)nc(-c3ccncc3)n2)cc1	-5	-8	-231	0	-86	-76	-66	-6
Cc1c(Cl)cccc1NC(=O)c1ccc(CN2CCc3ccccc3C2)cc1	5	21	2	8	13	2	18	11
O=C(c1noc2ccc(S(=O)(=O)N3CCCC3)cc12)N1CCCC1	1	0	28	2	5	13	11	1
